CD40 NFkB inh – CD40 pathway inhibition in BL2 cells. BL2 NF-kB luciferase reporter, CD40L-induced, 4 h. inhibition, % at 10 µM. 83,000 compounds, 0.94% hits. AID 1053188;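 active = mean inhibition of at least 50% with a set share of replicates also reaching that level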;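 note: 0% = neutral control wells and 100% = IKK inhibitor VII at 50 µM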
An asterisk follows results filed as active; [ ] = dose if it differs, or a comment. Not all compounds are listed; rates above refer to the full screens.

SMILES	CD40 NFkB inh
CN(C)CCCNc1oc(/C=C/c2ccccc2)nc1C#N	-69
COCC(=O)Nc1ccc2c(c1)OC[C@@H](C)N(C(=O)Nc1ccccc1F)C[C@@H](C)[C@H](OC)CN(C)C2=O	-14[25 µM]
COc1ccc(C(=O)Nc2ccc3c(c2)C(=O)N(C)[C@H]2CC[C@H](CC(=O)NCC4CC4)O[C@H]2CO3)cc1	-2[25 µM]
COC(=O)[C@@H](NC(=O)NCc1ccc(F)cc1)C(C)C	-6
CC(=O)c1cccc(NC(=O)C(OC(=O)c2cccs2)c2ccccc2)c1 (stereo not given)	-2
COc1cccc(S(=O)(=O)NCc2ccc(C(=O)NCC3CCCO3)cc2)c1 (stereo not given)	5
COCCN(C(=O)COC(=O)/C=C/c1ccccc1Cl)c1c(N)n(Cc2ccccc2)c(=O)[nH]c1=O	0
O=C(CC1NCCNC1=O)Nc1ccc(Oc2ccccc2)cc1 (stereo not given)	-22
Cc1cccnc1NC(=O)CCn1c(=O)oc2ccccc21	0
CN(C)C(=O)C[C@@H]1CC[C@@H]2[C@H](COc3ccc(NC(=O)C4CCCC4)cc3C(=O)N2C)O1	9
COC(=O)c1cccc(N2C(=O)c3cccnc3C2=O)c1	12
O=C(Nc1nc2c(Br)cc(Br)cc2c(=O)s1)C1CCC1	1
CC1(C)N=C(c2cccc(F)c2)C(=O)N1	6
CCCCN(CCCC)c1nn[nH]n1	2
O=C(CC1C(=O)N(c2ccccc2)C(=O)N1Cc1ccco1)Nc1ccccc1 (stereo not given)	4
C[C@@H]1CN([C@H](C)CO)C(=O)c2ccccc2-c2ccccc2CO[C@@H]1CN(C)S(=O)(=O)c1ccc(Cl)cc1	14
Cc1cc([N+](=O)[O-])nn1Cn1nc([N+](=O)[O-])cc1C	5
O=S(=O)(c1ccc(F)cc1)N1CCN(CC(O)COCC2CCCO2)CC1 (stereo not given)	-3
C[C@H](CO)N1C[C@H](C)[C@H](CN(C)S(C)(=O)=O)Oc2c(NC(=O)C3CCCCC3)cccc2C1=O	12[25 µM]
O=C(NCc1ccccc1CN1CCCC1)c1cccc(S(=O)(=O)N2CCCC2)c1	2
Cc1ccnc(Nc2nc3ccccc3s2)n1	-62
CC(OC(=O)c1ccc(F)c(S(=O)(=O)N2CCOCC2)c1)C(=O)NC1CCCC1 (stereo not given)	8
O=C(Cc1cccs1)Nc1nnc(C2CC2)s1	0
O=C(NC(=S)Nc1cccc2ncccc12)c1cccs1	-9
CC1(C)Oc2ccccc2OC1(O)c1ccc2ccccc2n1 (stereo not given)	8
O=[N+]([O-])c1ccccc1C(O)Cc1ccccn1 (stereo not given)	3
CCCNC(=O)[C@@H]1[C@@H](CO)[C@@H]2Cn3c(ccc(-c4ccccc4F)c3=O)[C@@H]2N1C(=O)C1CCC1	-8[25 µM]
Cn1c(SCc2cccnc2)nc2c(c1=O)SCC2	19
CC(=O)N1CCN(c2ccccc2NC(=O)c2ccc3ccccc3c2)CC1	-20
O=C(c1ccc(F)cc1)C1CCN(Cc2cn[nH]c2-c2ccccc2)CC1	6
CC1CCCCC1NC(=O)c1ccco1 (stereo not given)	11
CN(C)Cc1nc2ccccc2c(=O)n1CC#N	2
O=C(CCc1nnc(C2CCCCC2)o1)N1CCN(c2ccccc2F)CC1	-96
COC(=O)[C@H]1[C@H](CO)[C@H]2Cn3c(cccc3=O)[C@H]2N1C(=O)C1CCCC1	-2
O=C1CC(c2ccc3c(c2)OCO3)c2cc3c(cc2N1)OCO3 (stereo not given)	-3
O=C1CNC(=S)N1Cc1ccccc1	1
COc1ccccc1-c1cc(C(=O)N/N=C/c2ccc(C)s2)c2ccccc2n1	-9
COc1ccc2oc(C(=O)OCC(=O)NCc3ccco3)c(C)c2c1	-5
CCC(=O)Nc1cc(ON=C(C)C)cc([N+](=O)[O-])c1	7
Cc1noc(C)c1S(=O)(=O)N(C)C[C@H]1OCc2ccccc2-c2ccccc2C(=O)N([C@@H](C)CO)C[C@H]1C	-12[25 µM]
O=S(=O)(Nc1ccc(-c2cn3cccnc3n2)cc1)c1ccccc1	-9
CCC(C)[C@H](NC(=O)NCc1ccccc1)C(=O)O (stereo not given in full)	6
COc1ccc(C2N(C(C)=O)CCCN2S(=O)(=O)c2ccc(C)cc2)cc1 (stereo not given)	2
CS(=O)(=O)N1CCN(c2ccccc2NC(=O)Cc2ccccc2)CC1	0
Cc1c(C(=O)NCc2ccco2)oc2ccc(Br)cc12	-28
Cc1ccc(NS(=O)(=O)c2ccc3[nH]c(=O)oc3c2)cc1Cl	3
CC(C)[C@H](NS(=O)(=O)c1ccccc1)C(=O)OCC(=O)NCc1ccc2c(c1)OCO2	-2
C/C(CCC(C)C)=N\Nc1ccc(S(N)(=O)=O)cc1[N+](=O)[O-]	29

Exported in CSV form: entries from further up
SMILES,CD40 NFkB inh
CN(C)Cc1nc2ccccc2c(=O)n1CC#N,2
O=C(CCc1nnc(C2CCCCC2)o1)N1CCN(c2ccccc2F)CC1,-96
COC(=O)[C@H]1[C@H](CO)[C@H]2Cn3c(cccc3=O)[C@H]2N1C(=O)C1CCCC1,-2
O=C1CC(c2ccc3c(c2)OCO3)c2cc3c(cc2N1)OCO3 (stereo not given),-3
O=C1CNC(=S)N1Cc1ccccc1,1
COc1ccccc1-c1cc(C(=O)N/N=C/c2ccc(C)s2)c2ccccc2n1,-9
COc1ccc2oc(C(=O)OCC(=O)NCc3ccco3)c(C)c2c1,-5
CCC(=O)Nc1cc(ON=C(C)C)cc([N+](=O)[O-])c1,7
Cc1noc(C)c1S(=O)(=O)N(C)C[C@H]1OCc2ccccc2-c2ccccc2C(=O)N([C@@H](C)CO)C[C@H]1C,-12[25 µM]
O=S(=O)(Nc1ccc(-c2cn3cccnc3n2)cc1)c1ccccc1,-9
CCC(C)[C@H](NC(=O)NCc1ccccc1)C(=O)O (stereo not given in full),6
COc1ccc(C2N(C(C)=O)CCCN2S(=O)(=O)c2ccc(C)cc2)cc1 (stereo not given),2
CS(=O)(=O)N1CCN(c2ccccc2NC(=O)Cc2ccccc2)CC1,0
Cc1c(C(=O)NCc2ccco2)oc2ccc(Br)cc12,-28

Going on with the list.
SMILES	CD40 NFkB inh
Cn1c(=O)c2nnn(/N=C(\c3ccccc3)C3CC3)c2n(C)c1=O	7
CCCOc1c(Br)cc(C(=O)OCC(=O)NC2CC2)cc1OC	-12
COCCCNC(=O)CN(c1cc(C(F)(F)F)ccc1Cl)S(C)(=O)=O	6
CSc1ncc(CN2CCN(CCC(C)C)C(CCO)C2)cn1 (stereo not given)	-1
O=C(NCCC(=O)N(Cc1ccco1)Cc1cccs1)c1ccc([N+](=O)[O-])cc1	-5
CC(=O)c1cccc(CN2CCN(C3CCCC3)C(CCO)C2)c1 (stereo not given)	-1
Cc1ccccc1OCC(=O)N(Cc1nnc(-c2ccc(Cl)cc2)o1)C(C)C	-20
Cc1ccc(S(=O)(=O)Nc2ccc3c(c2)C(=O)N([C@H](C)CO)C[C@H](C)[C@@H](CN(C)Cc2ccc4c(c2)OCO4)OCCCC[C@@H](C)O3)cc1	1
COc1cc(-c2ncc3ccccn23)cc(OC)c1OC	3
Cc1sc(NC(=O)c2ccco2)c(CN2CCN(Cc3ccccc3)CC2)c1C	-18
N#Cc1cccc(-c2ccc([C@H]3[C@H]4CN(C(=O)Nc5cccc(F)c5)CCCCN4[C@H]3CO)cc2)c1	27[25 µM]
O=C(Cn1c(=O)sc2ccccc21)NCc1ccco1	-14
O=C(c1nc2ccccn2c1CN1CCN(c2ccccc2O)CC1)N1CCCC1	1
NC(=O)CC[C@H](NC(=O)c1ccc(F)cc1)C(=O)N1CCN(Cc2ccc3c(c2)OCO3)CC1	4
CC(CC(=O)O)CC(=O)Nc1cccc([N+](=O)[O-])c1 (stereo not given)	1
C[C@@H]1CN([C@H](C)CO)C(=O)CCCn2nncc2CO[C@@H]1CN(C)S(=O)(=O)c1ccc(-n2cccn2)cc1	3[25 µM]
C[C@H](CO)N1C[C@H](C)[C@H](CN(C)S(C)(=O)=O)OCCCC[C@H](C)Oc2ccc(NC(=O)NC3CCCCC3)cc2C1=O	-9[25 µM]
C[C@@H]1CN([C@H](C)CO)C(=O)c2c(c3ccccc3n2C)-c2ccccc2CO[C@@H]1CN(C)Cc1cccc(F)c1	13
COc1cc(CNCc2ccc(C(=O)O)cc2)ccc1OCc1ccc(F)cc1	2
Cc1cc(C)c2nc(N3CCC(C(=O)NCCCN4CCCC4=O)CC3)sc2c1	1
C[C@@H]1C(=O)N[C@@H](c2ccc3c(c2)OCO3)CC=CC[C@H](C)Oc2ccccc2C(=O)N1C (mixture of isomers)	1[25 µM]
OC[C@@H]1Nc2ccc(-c3ccccc3)cc2[C@@H]2[C@H]1CCN2Cc1ccc(F)cc1	-14
COc1cccc(NC(=O)CN(C)C(=O)CCC(=O)c2cc(C)sc2C)c1	-3
Cc1cc(C)nc(NS(=O)(=O)c2ccc(NC(=O)COc3ccccc3F)cc2)n1	0
O=C1CC(c2ccc(S(=O)(=O)N3CCN(c4ccccc4)CC3)cc2)CN1 (stereo not given)	5
Cc1ccc(C(=O)NCCNC(=O)c2ccc(C)o2)o1	5
CCCn1cnc2c(N)c(C)c(C)cc21	3
Cc1cc(NC(=O)CSCC(=O)NCc2cccc(C(F)(F)F)c2)no1	20
CC(=O)Nc1cccc(C(=O)OCC(=O)NC(=O)c2ccccc2)c1	-52
COc1cccc(NC(=O)CN(C)C(=O)CNC(=O)c2ccc(Oc3ccccc3)cc2)c1	-85
COc1cc2c(C)nc3c(c(C)nn3-c3ccccc3)c2cc1OC	13
CCS(=O)(=O)Nc1ccc2c(c1)C(=O)N(C)[C@@H]1CC[C@@H](CC(=O)N3CCN(C)CC3)O[C@H]1CO2	-7[25 µM]
Cc1ccccc1C(=O)NC1CCN(CC(=O)Nc2ccc3c(c2)OCO3)CC1	-2
CSCCC(NC(N)=O)C(=O)NCc1cccc(Cl)c1 (stereo not given)	6
O=C1CC(c2ccccc2)CN1S(=O)(=O)c1ccccc1 (stereo not given)	6
COCCNC(=O)c1c(N)n(CCCn2ccnc2)c2nc3ccccc3nc12	8
O=C(c1sc(N2CCOCC2)nc1-c1ccccc1)N1CCCCC1	0
CCCN(CCC)C(=O)c1ccc2c(c1)OCO2	4
CCOc1ncccc1C(=O)Nc1cc(C(F)(F)F)ccc1N1CCOCC1	-4
N#C[C@@H]1N[C@H](CO)[C@H]1c1ccccc1	0
O=[N+]([O-])c1ccccc1S(=O)(=O)Nc1ccc(-c2ccc(N3CCOCC3)nn2)cc1	-14
CN1CCN(C(=O)c2ccc3c(c2)S(=O)(=O)c2ccccc2C3=O)CC1	-1
COc1ccc(S(=O)(=O)Nc2ccc3c(c2)C(=O)N([C@H](C)CO)C[C@@H](C)[C@H](CN(C)S(=O)(=O)c2ccc(Cl)cc2)OCCCC[C@H](C)O3)cc1	41[25 µM]
COc1cccc(-c2ccc([C@H]3[C@@H](CO)N(C(=O)Cc4ccncc4)[C@H]3C#N)cc2)c1	0[25 µM]
Cc1ccc(S(=O)(=O)N(C)C[C@@H]2OCc3cn(nn3)CCCC(=O)N([C@@H](C)CO)C[C@@H]2C)cc1	-3
COc1ccc2c3c(n(C)c2c1)[C@H](CO)N(C(=O)Nc1ccc(F)cc1)CC31CCN(C(=O)Nc2ccc(F)cc2F)CC1	68*[25 µM]
Cc1cccc(OCC(O)Cn2c(NCc3cccnc3)nc3c2c(=O)[nH]c(=O)n3C)c1 (stereo not given)	12
COc1cccc(CNC(=O)CSCC(=O)Nc2cc(C)on2)c1	2
Cc1ccc(S(=O)(=O)NNc2nc3ccccc3nc2C(F)(F)F)cc1	9
COc1ccc(N2CCN(C(=O)c3cccc4nc(C)oc34)CC2)cc1	-3
Cc1ccccc1OCCC(=O)N1CCN(S(=O)(=O)c2ccc(Cl)cc2)CC1	8
O=C(OCC(=O)C12CC3CC(CC(C3)C1)C2)c1ccccc1O	-20
CCOC(=O)c1c(C)oc2ccc(O)c(CN(C)C)c12	6
CC(NC(=O)COc1ccccc1-c1ccccc1)c1ccccc1 (stereo not given)	17
COc1cccc(-c2ccc([C@H]3[C@@H](CO)N4CCCCN(S(=O)(=O)c5cccs5)C[C@@H]34)cc2)c1	26[25 µM]
CCNCCC(CCC(C)C)c1ccc2c(c1)OCO2 (stereo not given)	8
S=C(NC1CCCCC1)NN1CCOCC1	3
O=C1C=CC(=O)N1c1cccc2cccnc12	50*
O=C(C1CCC1)N1CC[C@@H]2[C@@H](CO)Nc3ccc(C#Cc4ccc(F)cc4)cc3[C@@H]21	11[25 µM]
Cc1noc(C)c1S(=O)(=O)Nc1ccc2c(c1)C(=O)N([C@H](C)CO)C[C@H](C)[C@@H](CN(C)C(=O)Nc1cccc3ccccc13)OCCCC[C@@H](C)O2	0[25 µM]

Next part, overlapping the part above by 2 compounds.
SMILES	CD40 NFkB inh
O=C(C1CCC1)N1CC[C@@H]2[C@@H](CO)Nc3ccc(C#Cc4ccc(F)cc4)cc3[C@@H]21	11[25 µM]
Cc1noc(C)c1S(=O)(=O)Nc1ccc2c(c1)C(=O)N([C@H](C)CO)C[C@H](C)[C@@H](CN(C)C(=O)Nc1cccc3ccccc13)OCCCC[C@@H](C)O2	0[25 µM]
c1cnc(NC2CCCCCC2)nc1	-3
CCCCCn1c(SCCCC)nc2c1c(=O)[nH]c(=O)n2C	24
COCC1CCCCN1Cc1cn[nH]c1-c1ccc(OC)cc1OC (stereo not given)	1
CCc1cccc(NC(=O)c2cc(S(=O)(=O)N3CCCCC3)ccc2N2CCOCC2)c1	7
Cc1ccc(SCc2cc(=O)[nH]c(N3CCOCC3)n2)cc1	-16
COc1cc2c(cc1OC)C(C)N(C(=O)Cn1ncc3c1-c1cc(C)ccc1OC3)CC2 (stereo not given)	-4
COc1ccc(NC(=O)c2cc([N+](=O)[O-])ccc2N2CCCC2)cc1S(N)(=O)=O	5
CN(C)S(=O)(=O)Nc1ccc(Br)cc1F	5
Cc1ccc(S(=O)(=O)N(C)C[C@H]2OCc3ccccc3-c3c(n(C)c4ccccc34)C(=O)N([C@H](C)CO)C[C@H]2C)cc1	10
Cc1ccc2c(c1)CCCN2C(=O)c1cc(C)c(C)s1	3
Cc1ccc(S(=O)(=O)N2CCOCC2)cc1C(=O)OCC(=O)NCc1ccccc1	-8

Assay outcomes as filed in PubChem BioAssay.
